# Bfl-1 Bim block: inhibitors of Bim-Bfl-1 interaction, human; AID 1008; Q16548; 190,000 tested, 0.12% active; Bead-based flow cytometry, Bim-Bfl-1 binding inhibition; inhibition, % at 10 µM;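 note: 0% = wells without compound plus tracer and 100% = blocker peptide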
# Bcl-2 Bim block: human Bim-Bcl-2 interaction inhibition; inhibition, % at 10 µM; Bead-based flow cytometry, Bim peptide-Bcl-2 binding; AID 950; P10415; 190,000 tested, 0.06% active; in the data active = inhibition above about 40%; inconclusive = no clear call, values can overlap the other calls;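 note: 0% = no compound wells with probe peptide and 100% = reference peptide inhibitor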
# Bcl-XL Bim block: disrupts Bim peptide binding to human Bcl-XL; 190,000 tested, 0.04% active; bead flow cytometry, fluorescence; inhibition, % at 10 µM; AID 1007
# RGS4-Gao reg: human RGS4-Galphao interaction regulation; 220,000 tested, 0.33% active; binding response (% of control), % at 10 µM; AID 1415; Multiplexed bead flow cytometry, RGS4-Galphao binding; actives lie on both sides; P09471; in the data active = binding response below about 49% or above about 150%; inactive = in between;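 note: fluorescent Galphao activated with aluminum fluoride binding bead-coupled RGS4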
# RGS7-Gao: regulators of human RGS7-Galphao interaction; AID 1439; 220,000 tested, 0.35% active; binding response (% of control), % at 10 µM; Multiplexed bead flow cytometry, RGS7-Galphao binding; actives lie on both sides; in the data active = binding response below about 49% or above about 150%; inconclusive = no clear call, values can overlap the other calls; inactive = in between;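 note: fluorescent Galphao held in activated GDP-AlF4 state binding bead-coupled RGS7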
# ABCB1 inh: inhibitors of human ABCB1 transporter, ABCG2 counter-screen; P08183; CCRF-Adr cells, JC-1 efflux, flow cytometry; inhibition, % at 6.6 µM; 190,000 tested, 0.067% active; AID 1326; in the data active = inhibition above about 40%;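 note: 0% = vehicle and 100% = reference inhibitor; higher value means more JC-1 retained so stronger ABCB1 efflux block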
# Target sequence (P08183 whole entry, looked up): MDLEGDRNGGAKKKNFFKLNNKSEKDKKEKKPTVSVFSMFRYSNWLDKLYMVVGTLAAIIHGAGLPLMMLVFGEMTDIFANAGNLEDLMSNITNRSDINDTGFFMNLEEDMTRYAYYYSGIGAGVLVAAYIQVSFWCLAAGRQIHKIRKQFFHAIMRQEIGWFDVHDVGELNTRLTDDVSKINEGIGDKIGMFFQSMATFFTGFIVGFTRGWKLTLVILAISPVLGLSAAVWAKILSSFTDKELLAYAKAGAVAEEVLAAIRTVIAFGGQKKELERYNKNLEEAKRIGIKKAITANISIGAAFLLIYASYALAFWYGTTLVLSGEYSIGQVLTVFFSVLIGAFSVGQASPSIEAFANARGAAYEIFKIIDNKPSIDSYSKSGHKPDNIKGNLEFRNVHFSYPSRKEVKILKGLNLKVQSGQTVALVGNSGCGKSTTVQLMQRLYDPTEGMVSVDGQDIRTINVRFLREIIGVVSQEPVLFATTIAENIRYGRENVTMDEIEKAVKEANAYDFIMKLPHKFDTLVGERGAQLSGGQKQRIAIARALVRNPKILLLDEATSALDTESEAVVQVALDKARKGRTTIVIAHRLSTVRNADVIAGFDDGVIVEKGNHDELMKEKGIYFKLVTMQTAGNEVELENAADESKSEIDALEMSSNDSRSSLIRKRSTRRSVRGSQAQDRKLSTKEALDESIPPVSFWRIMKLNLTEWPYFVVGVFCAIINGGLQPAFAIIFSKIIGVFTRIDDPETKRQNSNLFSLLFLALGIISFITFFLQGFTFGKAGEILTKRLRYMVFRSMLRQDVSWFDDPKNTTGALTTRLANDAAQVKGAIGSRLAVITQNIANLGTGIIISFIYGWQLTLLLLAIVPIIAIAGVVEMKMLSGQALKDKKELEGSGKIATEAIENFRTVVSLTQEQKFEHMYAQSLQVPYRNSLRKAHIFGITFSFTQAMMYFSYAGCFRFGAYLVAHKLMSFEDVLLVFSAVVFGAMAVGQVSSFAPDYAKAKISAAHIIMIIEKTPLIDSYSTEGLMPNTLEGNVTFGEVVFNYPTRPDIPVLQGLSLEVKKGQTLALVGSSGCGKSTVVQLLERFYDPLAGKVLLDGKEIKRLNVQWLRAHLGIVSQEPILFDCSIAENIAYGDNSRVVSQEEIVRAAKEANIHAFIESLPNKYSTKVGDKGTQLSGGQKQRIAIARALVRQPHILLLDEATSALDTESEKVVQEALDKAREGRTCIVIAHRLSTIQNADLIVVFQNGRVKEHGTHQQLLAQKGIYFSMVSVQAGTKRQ
# RGS8-Gao reg: human RGS8-Galphao interaction regulation; P09471; response (percent of control binding), % at 10 µM; 220,000 tested, 0.34% active; multiplexed bead flow cytometry, RGS8-Galphao binding; actives lie on both sides; in the data active = response below about 60% or above about 140%; inactive = in between;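 note: Galphao activated as the GDP aluminium fluoride complex binding bead-coupled RGS8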
# GSH fluor: compound fluoresces at 488/530 nm on GSH beads; GSH beads flow cytometry, compound fluorescence 488/530 nm; hits give high values; fluorescence (KMESF) at 10 µM; 190,000 tested, 0.25% active; AID 1776; in the data active = fluorescence above about 89;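 note: glutathione beads carrying GST-tagged Bcl family fusion proteins plus one bare bead set; values are compound well signal with DMSO vehicle wells as background; inactives centre near 16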
# Bim-Bcl-W: disrupts Bim peptide binding to human Bcl-W. Q92843. bead-based flow cytometry. inhibition, % at 10 µM. 190,000 tested, 0.02% active. AID 952;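 note: 0% = bound tracer without compound and 100% = peptide blocker; higher means less fluorescent Bim peptide bound to Bcl-W beads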
# Bcl-B Bim block: disrupts Bim peptide binding to human Bcl-B | Q9HD36 | inhibition, % at 10 µM | AID 951 | 190,000 tested, 0.073% active | bead-based flow cytometry;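 note: 0% = tracer peptide without compound and 100% = reference inhibitor peptide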
# ABCG2 block: inhibitors of human ABCG2 transporter, ABCB1 counter-screen; Q9UNQ0; IgMXP3 cells, JC-1 efflux, flow cytometry; inhibition, % at 6.6 µM; 190,000 tested, 0.1% active;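 active = inhibition above 80%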;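 note: 0% = DMSO and 100% = nicardipine control wells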
#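 Measure – % inhibition of efflux relative to nicardipine and DMSO · Test system – ABCG2 IgMXP3 and barcoded ABCB1 CCRF-Adr cell mix · Control set – nicardipine as high control, DMSO as low control · Compound – one concentration, 6.6 µM final · Signal – flow cytometry of retained JC-1 fluorescence · Timing – 10 min exposure at 25 °C with rotation, no wash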
# * hit, by the source's call; ? = inconclusive. Cut-off read from the data, not from the text of the source, unless noted: active = inhibition above about 40%. The order is random. About 1.1% of those tested had a hit in this group.
# Values in the order – Bfl-1 Bim block	Bcl-2 Bim block	Bcl-XL Bim block	RGS4-Gao reg	RGS7-Gao	ABCB1 inh	RGS8-Gao reg	GSH fluor	Bim-Bcl-W	Bcl-B Bim block	ABCG2 block
CCOc1ccc(-c2cc(C(=O)O)c3ccccc3n2)cc1
→ -14.0	-9.0	-1.0	97.8	103.0	0.1	98.0	22	1.0	-7.0	3.5
CCCC(NC(=O)c1c(C)noc1C)C12CC3CC(CC(C3)C1)C2 (stereo not given)
→ -4.0	2.0	-2.0	101.7	?	0.5	101.1	19	-1.0	-2.0	1.4
COC(=O)c1ccc(NC(=O)CSc2nnc(-c3ccncc3)n2C)cc1
→ -9.0	-4.0	-7.0	99.5	103.3	0.4	100.0	38	1.0	-11.0	2.8
Cc1cc(C)nc(-n2ncc3c2CC(c2ccc(C(C)C)cc2)CC3=O)n1 (stereo not given)
→ -15.0	-8.0	-5.0	97.5	99.6	4.7	99.4	9	-2.0	-7.0	19.0
COc1cc2c(cc1NC(=O)COC(=O)[C@@H](NS(=O)(=O)c1ccccc1)C(C)C)oc1ccccc12
→ 1.0	-4.0	-1.0	98.7	99.9	1.3	104.5	6	0.0	-1.0	3.1
O=C(Oc1ccc2ccccc2c1Cl)N1CCCCCC1
→ 0.0	-2.0	-5.0	100.0	102.7	0.2	104.9	10	-5.0	-4.0	32.0
O=C1C2C(C(=O)N1/N=C/c1ccc(N3CCCCC3)o1)C1C=CC2C12CC2 (stereo not given)
→ -7.0	-3.0	-12.0	100.2	98.0	-0.6	95.7	19	-8.0	-15.0	-4.5
CCC(Sc1ccc2nnc(-c3cccnc3)n2n1)C(=O)OC (stereo not given)
→ 0.0	1.0	0.0	92.9	92.5	0.8	95.8	21	2.0	0.0	2.1
O=C(CCn1c(=O)[nH]c2ccsc2c1=O)Nc1ccc(F)c(F)c1
→ -6.0	-2.0	-1.0	98.6	98.0	0.2	100.7	59	-2.0	-4.0	4.5
COc1ccc(OC)c(NC(=O)C2CC(=O)N(c3ccccc3)C2)c1 (stereo not given)
→ -10.0	-8.0	-4.0	102.1	99.2	0.2	101.0	26	0.0	-8.0	5.0
Cc1cc(NC(=O)COC(=O)c2c(C)nn(-c3ccccc3)c2C)no1
→ 0.0	-3.0	0.0	101.2	102.5	0.7	101.7	20	-4.0	-1.0	1.8
Cc1ccc(CNC(=O)C23CN(Cc4ccccc4)CC2C(c2cccc([N+](=O)[O-])c2)=NO3)cc1 (stereo not given)
→ 3.0	2.0	-5.0	102.4	101.1	2.1	96.8	27	1.0	0.0	2.5
CNS(=O)(=O)c1cccc(C(=O)OCC(=O)N(CCC#N)c2ccccc2)c1
→ -6.0	0.0	-2.0	102.7	102.8	0.1	103.5	59	-1.0	-4.0	0.6
COc1ccccc1NC(=O)c1c(Nc2ccccc2C)sc(C(=O)Nc2cccc(Cl)c2)c1N
→ -4.0	-5.0	-8.0	97.7	96.4	-0.4	100.0	8	-6.0	-6.0	-6.1
CCSc1nnc(NC(=O)C2CC=CCC2C(=O)O)s1 (stereo not given)
→ 1.0	0.0	-2.0	90.3	89.7	0.5	94.6	17	0.0	1.0	1.6
CCOC(=O)C1CCCN(c2ccc(NC(=O)c3snc4c(=O)[nH]c(C)nc34)cc2)C1 (stereo not given)
→ 1.0	1.0	-1.0	94.2	95.7	0.5	102.4	19	0.0	2.0	3.2
CCc1nc2ccccc2n(CC)c1=O
→ -2.0	0.0	-2.0	97.9	98.7	0.0	96.5	6	-1.0	-1.0	0.0
Cc1cc(Cl)ccc1OCCCC(=O)NO
→ -6.0	-6.0	-5.0	99.7	101.0	0.2	98.5	10	6.0	-1.0	0.5
O=C(Oc1ccc(Br)cc1C(=S)N1CCCCC1)c1cc([N+](=O)[O-])cc([N+](=O)[O-])c1
→ -5.0	-6.0	-1.0	93.4	99.0	0.5	98.7	9	3.0	-8.0	2.7
C/C(=N/NC(=O)c1cc(O)c(O)c(O)c1)c1ccc([N+](=O)[O-])cc1
→ 28.0	14.0	4.0	21.3*	6.2*	-0.7	8.8*	9	21.0	-16.0	-1.1
CCOc1ccc(C2C(C(=O)Nc3cc(C)on3)c3ccccc3C(=O)N2CCN2CCOCC2)cc1 (stereo not given)
→ 4.0	-3.0	1.0	107.1	113.6	1.2	122.2	10	6.0	0.0	7.7
O=C(CSc1nnc(-c2cccnc2)n1Cc1ccco1)c1ccccc1
→ -11.0	-9.0	-3.0	100.1	102.2	1.2	98.5	13	-2.0	-13.0	10.9
Cc1ccc(C(=O)Nc2ccc(F)cc2F)o1
→ -8.0	-7.0	3.0	96.6	99.1	0.1	94.2	55	4.0	-5.0	0.7
O=C(Nc1ccccc1)c1ccccc1NS(=O)(=O)c1ccc(Cl)s1
→ -4.0	-1.0	-2.0	97.6	97.3	1.2	98.8	10	-5.0	-2.0	4.1
Cn1nc(-c2ccc(Cl)cc2)c2cc(C(=O)N3CCN(c4ccccc4)CC3)sc21
→ -10.0	-9.0	-2.0	97.4	96.6	1.0	102.5	13	0.0	-2.0	7.6
O=C(NCCCN1CCOCC1)C(C(=O)c1ccccc1)n1ccccc1=O (stereo not given)
→ -2.0	1.0	-1.0	107.7	100.4	0.6	102.4	10	0.0	0.0	1.8
Cc1ccc(-c2ccc(=O)[nH]n2)cc1
→ -18.0	-9.0	-8.0	101.1	103.9	0.7	99.8	22	0.0	-10.0	30.8
CC(C)N(C)C1CCN(C(=O)Nc2ccc(Cl)cc2)CC1
→ -6.0	-6.0	-12.0	101.7	102.2	0.2	100.4	9	-3.0	-7.0	0.5
CCN(CC)S(=O)(=O)c1ccc(S(=O)(=O)N2CCCC2C(=O)O)cc1 (stereo not given)
→ -7.0	-2.0	0.0	103.6	103.4	-0.1	103.1	6	2.0	-6.0	0.1
NC(=O)CC[C@H](NC(=O)c1ccc(F)cc1)C(=O)OCC(=O)Nc1c(F)c(F)c(F)c(F)c1F
→ 0.0	-2.0	-4.0	96.9	97.8	-0.2	98.5	5	-2.0	-3.0	-1.0
COc1ccc(-c2nn(C)c(=O)c3ccccc23)cc1CNC(=O)c1ccco1
→ -10.0	-4.0	-4.0	98.0	101.1	0.3	88.4	21	2.0	-3.0	2.9
CN1CCN(CCCNC(=O)c2ccc(CSCc3cccc(Cl)c3)o2)CC1
→ -4.0	-2.0	-7.0	110.4	110.3	0.9	106.4	16	-2.0	-7.0	2.6
Cc1[nH]c2ccccc2c1C(=O)COC(=O)C(C)C
→ -15.0	-9.0	-4.0	101.6	100.4	0.2	98.9	11	3.0	-5.0	5.3
Cc1cccc(C)c1NC(=O)COC(=O)Cc1ccsc1
→ 0.0	2.0	0.0	96.7	95.9	-0.8	97.2	22	0.0	0.0	-4.7
Cc1sc2nc3ccc(N4CCCC4)nn3c(=O)c2c1C
→ 3.0	3.0	4.0	89.3	100.9	1.4	99.5	17	2.0	1.0	7.6
O=C(CC1Oc2ccccc2NC1=O)NC1CC1 (stereo not given)
→ -11.0	-4.0	-4.0	98.3	97.1	0.1	98.5	27	-1.0	-7.0	0.8
CCCc1nc(Nc2nc3ccccc3o2)nc(C)c1C(=O)OCC
→ 0.0	-1.0	-2.0	100.5	99.1	1.4	99.2	18	-2.0	0.0	22.9
Cc1cccc(N2CC(c3nc4ccccc4[nH]3)CC2=O)c1 (stereo not given)
→ -5.0	-1.0	-4.0	105.9	?	2.2	104.2	21	0.0	-3.0	14.1
O=C(N=C1c2ccccc2CN1c1ccccc1)c1cccc([N+](=O)[O-])c1
→ -2.0	4.0	-4.0	100.4	101.9	0.2	105.6	10	-4.0	-1.0	40.2
Cc1ccc(C)c(-c2cc(C(=O)NCc3cccs3)c3ccccc3n2)c1
→ -3.0	-4.0	0.0	83.5	85.3	1.6	91.7	8	-1.0	0.0	5.9
O=C1c2ccccc2CCC12N=NCC2c1ccccc1 (stereo not given)
→ -2.0	0.0	-5.0	95.8	96.2	0.4	97.5	15	0.0	-1.0	0.7
O=C(CSc1nnc2scc(-c3ccccc3)n12)c1ccc2c(c1)OCCO2
→ -7.0	-5.0	-6.0	100.1	98.3	0.5	99.3	15	0.0	-2.0	3.7
c1ccc(SSc2ccccc2)cc1
→ 5.0	5.0	-2.0	100.4	104.7	0.2	64.4	17	-3.0	-18.0	1.0
COc1ccc(CCNc2ccc(N3C(=O)CC(C)C3=O)cc2[N+](=O)[O-])cc1 (stereo not given)
→ -5.0	-3.0	0.0	98.1	97.2	0.5	97.6	9	-2.0	0.0	13.8
Cc1ccc(CCNC(=O)C2CCCN(S(=O)(=O)c3c(C)noc3/C=C/N(C)C)C2)cc1 (stereo not given)
→ -7.0	-7.0	-3.0	102.1	100.4	3.0	104.6	26	0.0	-8.0	6.1
COCCNC(=O)CN1CCC(NC(=O)c2ccco2)CC1
→ -5.0	-3.0	-1.0	96.5	100.7	1.2	102.9	11	-3.0	0.0	1.2
OC(CN1C2=NCCN2c2ccccc21)c1ccc(Br)cc1 (stereo not given)
→ 2.0	-3.0	-1.0	97.1	100.9	0.4	99.2	59	2.0	1.0	22.7
CC(=O)OCC1OC(Sc2cccc3cccnc23)C(OC(C)=O)C(OC(C)=O)C1OC(C)=O (stereo not given)
→ -10.0	-7.0	-7.0	101.0	100.2	0.2	100.1	30	-5.0	-14.0	28.1
CCOc1cc2[nH]c(=S)n(CCc3ccc(OC)c(OC)c3)c(=O)c2cc1OCC
→ -7.0	-4.0	1.0	96.9	100.8	0.8	99.7	38	4.0	-6.0	0.7
O=C(NC(=S)N1CCCCC1)c1cccnc1
→ 3.0	3.0	0.0	88.5	85.4	0.1	84.6	16	-5.0	0.0	2.1

# Of the compounds above, these contain fluorine.
# Values in the order – Bfl-1 Bim block	Bcl-2 Bim block	Bcl-XL Bim block	RGS4-Gao reg	RGS7-Gao	ABCB1 inh	RGS8-Gao reg	GSH fluor	Bim-Bcl-W	Bcl-B Bim block	ABCG2 block
O=C(CCn1c(=O)[nH]c2ccsc2c1=O)Nc1ccc(F)c(F)c1
→ -6.0	-2.0	-1.0	98.6	98.0	0.2	100.7	59	-2.0	-4.0	4.5
Cc1ccc(C(=O)Nc2ccc(F)cc2F)o1
→ -8.0	-7.0	3.0	96.6	99.1	0.1	94.2	55	4.0	-5.0	0.7
NC(=O)CC[C@H](NC(=O)c1ccc(F)cc1)C(=O)OCC(=O)Nc1c(F)c(F)c(F)c(F)c1F
→ 0.0	-2.0	-4.0	96.9	97.8	-0.2	98.5	5	-2.0	-3.0	-1.0

# Remaining list, next part.
# Values in the order – Bfl-1 Bim block	Bcl-2 Bim block	Bcl-XL Bim block	RGS4-Gao reg	RGS7-Gao	ABCB1 inh	RGS8-Gao reg	GSH fluor	Bim-Bcl-W	Bcl-B Bim block	ABCG2 block
COc1ccc(CN(CC(=O)NC2CCCC2)C(=O)CCC(=O)Nc2cc(C)on2)cc1
→ 0.0	15.0	5.0	100.3	99.5	0.7	99.9	22	0.0	2.0	0.3
O=C1NC2(CCCC2)N=C1c1ccc(Cl)cc1
→ -13.0	-6.0	-2.0	99.4	102.8	0.4	101.1	11	1.0	-6.0	1.7
CC(=O)Nc1ccc(S(=O)(=O)NCCc2ccc(S(N)(=O)=O)cc2)cc1
→ -12.0	-8.0	-4.0	97.4	98.7	0.3	99.4	55	4.0	-8.0	1.1
O=C(O)CSc1nnc(-c2ccco2)o1
→ -4.0	-1.0	4.0	86.3	90.9	0.2	88.1	48	-3.0	0.0	0.0
